RAD52 inh – inhibitors of human RAD52 DNA annealing; recombinant RAD52 DNA annealing, FRET fluorescence; inhibition, % at 18.7 µM; actives 0.46% (n = 360,000); AID 651710;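 active means every replicate showing at least 50% inhibition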
RAD54 inh – RAD54 (human) branch migration inhibition; actives 0.14% (n = 360,000); AID 602329; RAD54 Holliday junction branch migration, FAM/BHQ fluorescence; Q92698; inhibition, % at 10.4 µM;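 active means mean normalized replicate activity at least 40 and at least half of replicates scoring 40 or more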;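 further: 0% = median of neutral control wells and 100% = median of positive control wells; inhibitors cause a drop in the FAM fluorescence signal; in these data hits start at about 50%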
PglD inh – PglD (C. jejuni) enzyme inhibition; purified PglD enzyme, DTNB colorimetric CoA detection; inhibition, % at 12.5 µM; actives 0.098% (n = 360,000); AID 602405; in the data active means inhibition above about 16%, passing the limit was not always enough; further: strong numbers were not always called active
ARNT-TACC3 inh – disruptors of human ARNT/TACC3 interaction; Q9Y6A5; AlphaScreen His-ARNT PAS-B/GST-TACC3 binding, luminescence; TACC3 fragment carries E629A point mutation; inhibition, % at 9.99 µM; actives 0.66% (n = 390,000);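 active means mean inhibition of replicates at least 50% and at least half of replicates each reaching 50%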;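 further: 0% = complete ARNT plus TACC3 wells and 100% = ARNT alone without TACC3; many hits fall short of the cut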
esBAF inh – blocks esBAF chromatin remodeling in mouse ES cells; AID 602393; Bmi1-luciferase knock-in reporter, 24 h; 100% = twice the neutral-well signal; actives 2% (n = 350,000); reporter increase, % at 12.5 µM; in the data active means activation above about 40%;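 further: 0% = median of the plate's neutral control wells and 100% = double that signal; a rise in the Bmi1 reporter signal indicates esBAF inhibition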
Casp6 inh – caspase-6 (human) enzyme inhibition | purified caspase-6, Z-VEID-R110 cleavage fluorescence | actives 0.53% (n = 350,000) | P55212 | inhibition, % at 12.5 µM | AID 686996;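 active means mean inhibition across replicates at least about 35%, with every replicate also reaching that limit, limit read from the data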;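 further: 0% = median of neutral control wells and 100% = no fluorescence left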
Target sequence (P55212 24-179 limits assumed): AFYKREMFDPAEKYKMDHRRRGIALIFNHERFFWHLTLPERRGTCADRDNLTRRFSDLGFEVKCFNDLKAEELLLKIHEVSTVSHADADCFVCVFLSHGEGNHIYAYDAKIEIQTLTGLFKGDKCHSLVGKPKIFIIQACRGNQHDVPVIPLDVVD
Target sequence (P55212 194-293 limits assumed): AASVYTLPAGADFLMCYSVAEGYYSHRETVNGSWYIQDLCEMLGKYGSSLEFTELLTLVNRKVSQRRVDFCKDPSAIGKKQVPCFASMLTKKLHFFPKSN
ERp5 inh – blocks human ERp5 reductase activity on insulin; ERp5 insulin aggregation, absorbance 650 nm, 90 min; inhibition, % at 9.99 µM; actives 0.05% (n = 350,000); AID 651711;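 active means mean replicate inhibition above about 25%, with every replicate also reaching it, limit read from the data, passing the limit was not always enough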
E-sel inducer – induces E-selectin expression in human endothelial cells; P16581; HUVEC E-selectin immunofluorescence imaging; normalized: neutral wells 0, TNF-alpha wells 100; activation, % at 7.58 µM; actives 0.37% (n = 260,000); AID 686992;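 active means mean E-selectin-positive cell signal at least 10% of the positive control, reached in at least 60% of replicates, without over 20% cell loss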;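 further: in these data hits start at about 27%; measured in HUVEC primary endothelial cells; signal is the percent of cells scored E-selectin positive by PE staining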
Target sequence (P16581 whole entry, looked up): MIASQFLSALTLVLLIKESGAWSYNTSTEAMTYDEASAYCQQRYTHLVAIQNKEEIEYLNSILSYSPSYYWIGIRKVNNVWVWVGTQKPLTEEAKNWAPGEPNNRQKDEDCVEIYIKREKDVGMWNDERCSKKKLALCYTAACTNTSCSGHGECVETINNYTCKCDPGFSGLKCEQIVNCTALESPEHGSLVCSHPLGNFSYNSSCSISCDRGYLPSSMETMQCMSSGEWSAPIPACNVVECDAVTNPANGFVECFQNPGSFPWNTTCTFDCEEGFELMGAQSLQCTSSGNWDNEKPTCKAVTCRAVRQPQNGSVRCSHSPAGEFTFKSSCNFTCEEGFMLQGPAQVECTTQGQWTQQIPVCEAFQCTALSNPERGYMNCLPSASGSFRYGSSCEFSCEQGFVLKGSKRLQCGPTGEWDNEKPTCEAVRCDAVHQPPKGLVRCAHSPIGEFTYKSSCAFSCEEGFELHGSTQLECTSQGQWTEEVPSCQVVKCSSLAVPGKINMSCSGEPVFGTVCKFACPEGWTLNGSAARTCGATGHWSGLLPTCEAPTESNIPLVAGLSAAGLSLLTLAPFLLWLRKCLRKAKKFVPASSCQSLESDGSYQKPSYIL
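Test system: HUVEC | Signal: Immunofluorescence imaging | Read-out: Percent E-selectin-positive cells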
* hit, by the source's call; . = no result given; & = joins results of further samples. Outcome played no part in choosing rows. About 3.2% of those tested had a hit in this group.

nr	SMILES	RAD52 inh	RAD54 inh	PglD inh	ARNT-TACC3 inh	esBAF inh	Casp6 inh	ERp5 inh	E-sel inducer
1	Cc1ccc(-c2nnc(SCC(=O)N3CCCC3)o2)cc1C	.	-13.1	-2.0	-1.3	36.1	.	.	.
2	CN(C)CCNC(=O)c1cccc2[nH]c(-c3ccncc3)nc12	50.4*	.	.	-3.6	.	-5.4	-2.0	0.0
3	CCN1CCN(C(=O)CCc2nnc(CCCCc3ccccc3)o2)[C@@H](C)C1=O	-11.4	.	.	-7.8	.	-0.9	2.8	.
4	COc1cc(NC(=S)Nc2ccc(S(=O)(=O)N3CCOCC3)cc2)cc(OC)c1OC	-8.7	8.6	-3.7	-0.1	-7.7	-1.5	3.6	.
5	COC(=O)C1(Cc2cc(-c3ccc([N+](=O)[O-])cc3)no2)CCN(C(=O)OC(C)(C)C)CC1	-32.9	1.0	-4.3	1.0	-1.4	-1.5	5.9	-0.1
6	CC(=O)Nc1ccc(SCC(=O)Nc2ccc(Cl)cn2)cc1	-10.8	-15.5	-2.7	5.0	2.9	3.4	5.5	.
7	CC(OC(=O)C1CC1)C(=O)Nc1cc(Cl)cc(Cl)c1 (centres undefined)	-10.0	-3.7	-5.4	-0.5	0.7	-2.7	-8.4	-0.2
8	Cc1ccc(C)c(NC(=S)c2ccccn2)c1	.	-0.1	-3.1	6.9	46.4*	.	.	.
9	COc1ccc(CNC(=O)C[C@H]2C=C[C@@H](NC(=O)c3ccc4c(c3)OCO4)[C@@H](CO)O2)cc1	6.1	.	.	.	.	-0.2	-0.6	-0.4
10	Cc1ccc(C(=O)NCCc2cccs2)cc1	-8.6	3.7	-2.5	-8.7	-63.0	1.7	7.3	.
11	COc1ccc(OC)c(/C(C)=N\NC(=O)c2cc3cc(Cl)ccc3n2C)c1	-31.7	-0.9	4.8	4.8	-2.7	1.0	7.2	.
12	CO[C@H]1CN(C)C(=O)c2cc(NC(=O)c3ccc(F)cc3)ccc2OC[C@H](C)N(C(C)=O)C[C@@H]1C	-8.0	-9.5	1.1	5.6	2.3	-3.1	-1.9	0.1
13	O=C(CCc1ccccc1)NNC(=O)c1ccncc1	-7.9	-12.2	-4.7	8.7	2.2	-1.0	-4.3	-0.3
14	O=C(CC12CC3CC(CC(C3)C1)C2)NC(=S)NCc1ccco1	-22.0	.	.	-7.2	.	2.4	-0.6	1.1
15	CNC[C@H]1Oc2cc(Br)ccc2S(=O)(=O)N([C@@H](C)CO)C[C@H]1C	-10.6&-6.3&8.5	-3.7&0.8&5.9	7.4&-3.4&3.5	1.3&4.3	-4.6&0.6&4.8	-2.9&-1.4&1.8	-35.8&0.4&-2.0	-0.1&0.4

Continued:
nr	SMILES	RAD52 inh	RAD54 inh	PglD inh	ARNT-TACC3 inh	esBAF inh	Casp6 inh	ERp5 inh	E-sel inducer
16	O=[N+]([O-])c1ccc(S(=O)(=O)Nc2ccc(-c3ccccc3)cc2)cc1	-10.0	0.6	4.7	.	-3.6	1.0	-1.9	-0.1
17	Cn1ncc2c(NNC(=O)Cc3cccc4ccccc34)ncnc21	.	8.2	-1.7	-1.5	-8.7	.	.	.
18	CC(C)(C)[S@@](=O)N1Cc2cc(C(=O)NC3CCC3)nc(-c3cccc(-c4ccccc4F)c3)c2[C@H]1CCO	-9.9	9.4	3.0	16.9	2.6	0.0	1.5	0.4
19	CCCCCCc1cc2cc(S(=O)(=O)c3ccc(Cl)cc3)c(=O)oc2cc1O	-28.0	-13.7	-4.0	-11.0	-9.8	-1.3	-8.0	.
20	O=C(c1ccc(F)cc1)N1CCCCN2[C@H](C1)[C@H](c1ccc(/C=C/c3ccccc3)cc1)[C@@H]2CO	-14.3	7.4	1.3	-4.2	3.9	-1.3	-4.5	-0.6
21	CC(C)NC(=O)Nc1ccc2c(c1)CC(=O)N([C@H](C)CO)C[C@@H](C)[C@@H](CN(C)C(=O)NC1CCCCC1)O2	6.1	-2.6	-16.5	-3.2	-1.7	-0.2	2.0	1.8
22	CC(OC(=O)c1cc(Br)ccc1O)C(=O)NCc1ccc2c(c1)OCO2 (centres undefined)	-8.5	-26.1	-2.0	-3.0	-4.5	4.6	-2.5	3.9
23	CCOC(=O)C1(C)CCCN(C(=O)c2ccc(OC)cc2)C1 (centres undefined)	0.7	12.8	1.6	.	7.0	0.6	-10.9	-0.1
24	CCN(C[C@H]1N[C@@](C)(C(=O)OC)[C@H]2C(=O)N(Cc3ccccc3)C(=O)[C@@H]12)C(=O)c1ccccc1	-10.4	-12.2	0.0	-11.3	-4.5	1.2	0.4	1.9
25	COc1ccc(CN2C(=O)C(CC(=O)NCc3ccco3)CC(C(=O)N(C(C)C)C(C)C)=C2C)cc1 (centres undefined)	-2.6	-10.6	1.7	.	-3.1	-2.4	-4.0	0.0
26	N#Cc1ccc(NC(=O)CCc2nc3ccccc3s2)cc1	.	4.4	1.4	-3.5	3.6	.	.	.
27	COC(=O)CCCn1cc(CN2CC(N3CCCC3)CS2(=O)=O)nn1 (centres undefined)	-11.3	.	.	.	.	1.3	-4.1	0.0
28	COc1cccc(C2C(C#N)=C(N)SC(c3ccccc3)C2[N+](=O)[O-])c1 (centres undefined)	-14.4	-5.4	-1.3	-31.0	6.1	3.4	-3.5	-0.7
29	CC(=O)Nc1ccc(Sc2ncnc3scc(-c4ccccc4)c23)cc1	.	-2.6	1.6	-7.3	13.1	.	.	.
30	Cc1nc(/N=C\c2ccc(N(C)C)cc2)sc1C	-2.1	-0.7	-0.8	16.0	0.9	-0.6	-0.1	0.0

Four entries picked at random from those above, as already listed:
nr	SMILES	RAD52 inh	RAD54 inh	PglD inh	ARNT-TACC3 inh	esBAF inh	Casp6 inh	ERp5 inh	E-sel inducer
29	CC(=O)Nc1ccc(Sc2ncnc3scc(-c4ccccc4)c23)cc1	.	-2.6	1.6	-7.3	13.1	.	.	.
30	Cc1nc(/N=C\c2ccc(N(C)C)cc2)sc1C	-2.1	-0.7	-0.8	16.0	0.9	-0.6	-0.1	0.0
12	CO[C@H]1CN(C)C(=O)c2cc(NC(=O)c3ccc(F)cc3)ccc2OC[C@H](C)N(C(C)=O)C[C@@H]1C	-8.0	-9.5	1.1	5.6	2.3	-3.1	-1.9	0.1
13	O=C(CCc1ccccc1)NNC(=O)c1ccncc1	-7.9	-12.2	-4.7	8.7	2.2	-1.0	-4.3	-0.3

Going on with the list.
nr	SMILES	RAD52 inh	RAD54 inh	PglD inh	ARNT-TACC3 inh	esBAF inh	Casp6 inh	ERp5 inh	E-sel inducer
31	COc1ccccc1-c1noc2c1C(=O)N(Cc1cn(C3CCCC3)nn1)CC2	2.7	.	.	.	.	0.1	5.4	0.2
32	CN1CCN(C(=O)[C@H]2[C@H](CO)[C@H]3Cn4c(cccc4=O)[C@@H]2N3Cc2ccncc2)CC1	-1.5	16.0	0.2	-3.4	6.2	-0.1	4.7	-0.3
33	COc1ccccc1CNC(=O)C[C@H]1C[C@H]2c3cc(NS(=O)(=O)c4ccc(F)cc4)ccc3O[C@H]2[C@@H](CO)O1	5.7	-6.3	-2.0	-0.4	10.7	-0.9	1.7	-0.3
34	COC(=O)CN1C(=O)[C@H]2[C@@H](C3CC3)N3C(=O)CN(Cc4ccc(-c5ccccc5)cc4)C(=O)[C@@]3(Cc3ccccc3)[C@H]2C1=O	-25.3	-11.8	-0.3	-1.7	3.7	0.1	-0.5	-0.2
35	COc1ccc(C2CC(=O)C=C(NCC3CCCO3)C2)cc1 (centres undefined)	.	5.6	2.8	11.7	-10.6	.	.	.
36	CN(CC(=O)Nc1c(Cl)cccc1Cl)C(=O)c1ccccc1-c1nc2ccccc2s1	0.5	-11.9	-1.1	3.7	3.3	-5.5	-0.4	.
37	C1=CC2CC1CC2CNCc1ccco1 (centres undefined)	.	-29.9	7.0	2.7	-0.7	.	.	.
38	CCOC(=O)C1CCCN(C(=O)c2ccccc2NC(C)=O)C1 (centres undefined)	.	-9.1	1.7	-2.5	1.3	.	.	.
39	Cn1c(N)c(N=Nc2ccc(S(N)(=O)=O)cc2)c(=O)n(C)c1=O	-11.4	-0.8	0.9	0.6	-6.8	-0.4	-0.7	0.0
40	CSCC[C@H](NC(=O)N1CCn2c1nc1ccccc12)C(=O)NCc1ccc(F)cc1	-7.4	5.8	0.3	0.2	1.5	1.4	4.1	.
41	C[C@H](CO)N1C[C@H](C)[C@H](CN(C)Cc2ccc(-c3ccccc3)cc2)Oc2ccc(NC(=O)Nc3ccc4c(c3)OCO4)cc2CC1=O	-3.2	1.2	3.1	-5.2	4.8	-3.1	-3.8	.
42	O=C(O)c1ccc(N/N=C/c2cc3cc4c(cc3nc2Cl)OCCO4)cc1	-41.2	3.9	-3.5	17.9	-57.9	-3.5	0.8	0.2
43	C/C(=N\NC(=O)COc1ccccc1-c1ccccc1)c1cccnc1	-14.9	.	.	7.3	.	-6.9	4.5	1.6
44	CN1C(=O)c2cc(NC(=O)NCc3ccccc3)ccc2OC[C@@H]2O[C@@H](CC(=O)NCC3CCCCC3)CC[C@@H]21	6.1	-3.9	2.2	.	0.4	-2.9	0.0	1.4
45	C/C=C/c1ccc2c(c1)O[C@H](CN(C)C(=O)Nc1cccc(F)c1)[C@@H](C)CN([C@H](C)CO)S2(=O)=O	7.2	-12.0	0.7	3.0	-2.0	1.7	-3.1	0.7

The list continues:
nr	SMILES	RAD52 inh	RAD54 inh	PglD inh	ARNT-TACC3 inh	esBAF inh	Casp6 inh	ERp5 inh	E-sel inducer
46	C[C@H](Cc1ccccc1)Nc1ncnc2c1ncn2[C@@H]1O[C@H](CO)[C@@H](O)[C@H]1O	1.4	0.9	3.9	0.2	9.1	-5.7	-6.8	-0.3
47	Cc1coc2c(C)c3oc(=O)c4c(c3cc12)CCCC4	30.6	.	.	1.6	.	1.9	-1.2	.
48	C[C@@H]1CCCCO[C@H](CN(C)C(=O)C2CCCCC2)[C@@H](C)CN([C@@H](C)CO)C(=O)c2cc(NC(=O)CCC(F)(F)F)ccc2O1	-3.5	0.6	-2.5	27.9	5.2	0.1	-6.0	-0.1
49	CCS(=O)(=O)N1CCC2(CC1)CN(C(=O)Nc1c(C)noc1C)[C@H](CO)c1c2c2ccc(OC)cc2n1C	13.0	.	.	.	.	4.7	2.3	-0.3
50	COc1ccc(-c2ccc([C@@H]3[C@H](CO)N4C(=O)CN(C(=O)c5ccccc5)C[C@@H]34)cc2)cc1	-13.2	.	.	.	.	-0.9	0.1	0.2
51	O=c1c2ccccc2nnn1CSc1nnc(-c2ccco2)o1	.	2.8	-6.2	-31.6	6.4	.	.	.
52	O=C(Cc1cc(=O)[nH][nH]1)N/N=C/C(Cl)=C/c1ccccc1	-5.8	5.2	4.9	1.1&-8.7	10.1&-5.9	2.3	6.8	.
53	O=C(Cc1ccccc1)N/N=C/c1ccc([N+](=O)[O-])s1	.	-3.5	-4.4	2.5	15.7	.	.	.
54	CCC(=O)Nc1ccc2c(c1)OC[C@@H](C)N(CC1CC1)C[C@H](C)[C@@H](OC)CN(C)C2=O	-3.3	-3.5	-0.1	-4.4	3.7	7.1	1.0	-0.4
55	COc1ccc(C(=O)C=Cc2ccc3c(c2)OCO3)cc1OC	-5.0	.	.	.	.	0.9	-2.5	-3.0

High-throughput results deposited in PubChem by Broad Institute.
